S1P2 agonist: S1P2 (human) receptor agonism | AID 729 | activation, % at 4.5 µM | S1P2-expressing cell line, agonist reporter read-out | O95136 | actives 0.46% (n = 97,000); in the data active = activation above about 16%;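 also: 0% = vehicle low control and 100% = maximal reference agonist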
Target sequence (O95136 whole entry, looked up): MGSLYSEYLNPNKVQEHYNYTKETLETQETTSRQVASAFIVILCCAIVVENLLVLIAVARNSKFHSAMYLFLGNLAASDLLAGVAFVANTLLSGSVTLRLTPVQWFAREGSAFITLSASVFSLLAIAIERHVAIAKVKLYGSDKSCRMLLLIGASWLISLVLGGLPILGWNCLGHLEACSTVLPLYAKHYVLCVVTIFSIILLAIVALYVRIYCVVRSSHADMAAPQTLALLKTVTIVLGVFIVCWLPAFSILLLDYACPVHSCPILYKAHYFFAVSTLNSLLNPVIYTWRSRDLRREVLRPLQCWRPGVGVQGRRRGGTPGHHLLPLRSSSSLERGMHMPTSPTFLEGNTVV
sEH act: increases human soluble epoxide hydrolase activity. P34913. purified human sEH enzymatic activity, activator screen. activation, % at 2 µM. actives 0.04% (n = 91,000). AID 717; in the data active = activation above about 37%; also: values of inactives mirror those of a sister screen read the other way
Target sequence (P34913 whole entry, looked up): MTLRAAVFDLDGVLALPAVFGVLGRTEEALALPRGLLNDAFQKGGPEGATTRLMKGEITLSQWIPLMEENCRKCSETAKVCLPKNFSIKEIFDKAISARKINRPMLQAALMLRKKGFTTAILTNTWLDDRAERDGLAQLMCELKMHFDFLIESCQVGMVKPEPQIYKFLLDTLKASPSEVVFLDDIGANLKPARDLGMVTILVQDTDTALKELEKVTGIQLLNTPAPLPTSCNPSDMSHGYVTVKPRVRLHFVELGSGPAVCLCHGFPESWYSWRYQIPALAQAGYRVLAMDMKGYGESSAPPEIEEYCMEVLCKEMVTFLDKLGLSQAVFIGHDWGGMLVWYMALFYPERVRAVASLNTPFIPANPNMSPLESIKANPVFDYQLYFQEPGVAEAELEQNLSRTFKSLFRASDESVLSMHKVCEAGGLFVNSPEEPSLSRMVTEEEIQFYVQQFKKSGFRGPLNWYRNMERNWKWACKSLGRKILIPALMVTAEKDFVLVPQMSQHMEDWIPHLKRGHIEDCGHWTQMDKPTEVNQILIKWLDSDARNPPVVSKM
PLAP act: activates human placental alkaline phosphatase. P05187. purified PLAP enzyme, luminescent substrate read-out; stronger effect = higher value. activation fold at 20 µM. actives 1.2% (n = 96,000). AID 696; in the data active = activation fold above about 2
PostGolgi yeast: growth inhibition of a yeast mutant, post-Golgi transport screen | post-Golgi transport phenotypic cell assay | inhibition, % at 10 µM | actives 0.9% (n = 98,000) | AID 739;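 also: yeast cells grown in 1536-well plates; yeast grown about 18 h at 30C before absorbance read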
S1P2 antag: antagonists of human S1P2 receptor; O95136; cell-based S1P2 antagonist assay, inhibition at 5 uM; inhibition, % at 5 µM; actives 0.21% (n = 97,000); AID 736; in the data active = inhibition above about 45%;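 also: CRE beta-lactamase reporter cells expressing human S1P2 stimulated with S1P; 0% = agonist at EC80 alone and 100% = agonist plus reference antagonist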
sEH inh: blocks human soluble epoxide hydrolase activity | P34913 | recombinant human sEH enzymatic activity assay | inhibition, % at 2 µM | actives 0.34% (n = 91,000) | AID 707; in the data active = inhibition above about 80%; also: values of inactives mirror those of a sister screen read the other way; many of its hits are not listed in these tables
E coli WT exp: E. coli BW25113 growth inhibition, expanded screen | growth inhibition, % at 100 µM | OD600 absorbance | AID 710 | actives 0.15% (n = 98,000);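 active = growth inhibition above about 50% at one test dose, limit read from the data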;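 also: growth measured after 20 h incubation at 37 °C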
PostGolgi ctrl: inhibits growth of the yeast control strain; efflux-deficient yeast background strain, growth absorbance A615, 16 h; inhibition, % at 10 µM; actives 5% (n = 98,000); AID 738
Mac1 fbg inh: CD11b/CD18-fibrinogen binding inhibition. K562 CD11b/CD18 adhesion to fibrinogen, ATPlite luminescence; Mn2+ added to activate the integrin. inhibition, % at 10 µM. actives 0.54% (n = 93,000). AID 1497;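 active = primary inhibition of 50% or more at 10 µM, then 40% or more on retest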; also: some results filed as inactive read as strong as hits
* marks the source's active call; other numbers are inactive results; . = not tested or not shown. Rule as the data show it, unless noted: active = inhibition above about 30%; inactive = the rest. Compounds as they come, and some 7.1% of all compounds hit somewhere here.

Values run as follows: S1P2 agonist | sEH act | PLAP act | PostGolgi yeast | S1P2 antag | sEH inh | E coli WT exp | PostGolgi ctrl | Mac1 fbg inh
- CC1(C)CC(=O)c2c(nc(SCC(=O)Nc3nsc(-c4ccccc4)n3)c(C#N)c2-c2ccccc2)C1
    -13 | -10 | 1 | 1 | 10 | 12 | -14 | 1 | 17
- CCOC(=O)c1ccc(N2C(=O)CC(N(Cc3ccc4c(c3)OCO4)C(=O)Nc3ccccc3)C2=O)cc1 (stereo not drawn)
    -6 | 0 | 2* | -5 | -14 | 0 | 4 | 13 | 2
- Cc1cc(C(=O)COC(=O)C2=NNC(=O)CC2)c(C)n1-c1cccc(C(F)(F)F)c1
    -2 | -4 | 1.4 | 5 | 3 | 4 | 6 | 17 | 19
- CN1CCN(c2ccc(C(=O)c3ccc(F)cc3)cc2)CC1
    -3 | 1 | 1.4 | 7 | 5 | -1 | 8 | 7 | 0
- O=c1cc(CN2CCN(S(=O)(=O)c3ccc4c(c3)OCCO4)CC2)c2ccc(O)cc2o1
    3 | 4 | 1.6 | 0 | -29 | -1 | -8 | 19 | -7
- CC(C)(C)c1cccc(Oc2nn[nH]n2)c1
    -4 | 2 | 1 | -3 | 6 | 0 | 2 | 7 | .
- CC[C@@H](C)[C@H](NC(=O)C1CCN(C(=O)[C@@H](NS(=O)(=O)c2ccc(C)cc2)C(C)C)CC1)C(=O)O
    -7 | -8 | 1.1 | 7 | -5 | 6 | 0 | 13 | 4
- Cc1ccc(/C=N/NC(=S)NC(C)C)o1
    -5 | -7 | 1.3 | 14 | -1 | 9 | 4 | -1 | 0
- COC(=O)c1ccc2[nH]c(C)cc(=O)c2c1
    -3 | 11 | 1 | 0 | 1 | -10 | 4 | 7 | -14
- Cc1cccc(NC(=O)CSCc2c(C)noc2C)c1C
    2 | -8 | 0.9 | 7 | -4 | 9 | 1 | -3 | -6
- Cc1cccc(-c2nc(CSCC(=O)N3CCN(c4ccccn4)CC3)c(C)o2)c1
    -7 | -12 | 1.2 | 3 | -3 | 14 | -2 | 6 | .
- O=C(Nc1cccc(O)c1)c1ccc(Br)c(S(=O)(=O)N2CCCCC2)c1
    -5 | -20 | 0.9 | -2 | 4 | 20 | -18 | -7 | 7
- CS(=O)(=O)Nn1cnc2ccccc2c1=O
    0 | -8 | 0.8 | 1 | 2 | 3 | 4 | 5 | -6
- Cn1cc(C(=O)c2ccc(Cl)cc2Cl)cc1C(=O)N/N=C(\N)COc1ccc(Cl)cc1Cl
    -3 | 3 | 1.7 | 5 | -20 | -2 | -8 | 5 | -2
- O=C(NCCc1c[nH]c2ccccc12)c1ccc(-n2cnnn2)cc1
    1 | -14 | 1.1 | 8 | -7 | 14 | 9 | 5 | .
- CCOC(=O)c1ccc(N=c2sc(C(=O)OC)cc(=O)n2Cc2ccco2)cc1
    . | . | 1.3 | 1 | . | . | -26 | 57* | 9
- CCOC(=O)N1CCN(C(=O)CSc2nnc(-c3ccc(C)c(C)c3)o2)CC1
    -1 | 4 | 1.4 | -2 | -1 | -4 | 1 | 10 | -7
- CCOC(=O)C1=C(C)NC(=O)NC1c1ccc2c(c1)OCCO2 (stereo not drawn)
    -8 | 4 | 1 | -2 | 7 | -7 | -1 | 1 | -1
- O=C(OCCNC(=O)c1ccc2ccccc2n1)c1cccnc1
    -4 | -9 | 1 | -3 | -21 | 10 | 1 | 1 | -21
- O=C(NCc1cccnc1)c1cccc(S(=O)(=O)N2CCOCC2)c1
    -10 | . | 0.9 | -5 | 19 | . | -8 | 4 | -15
- O=C(OCc1nnc(-c2ccccc2)o1)c1ccc2c(c1)OCCO2
    -4 | . | 1.2 | -1 | -7 | . | -9 | 22 | .
- CC(C)NC(=O)c1ccccc1S(=O)c1ccccc1C#N (stereo not drawn)
    -2 | 1 | 1 | 5 | 12 | -2 | -5 | -5 | -6
- N#C/C(=C\c1cn(Cc2ccccc2C#N)c2ccccc12)C(=O)NCc1cccs1
    -5 | 2 | 1 | 0 | 21 | -1 | -12 | 15 | 15
- CCOC(=O)c1c(NC(=O)CSc2nncs2)sc(C)c1C
    -6 | -7 | 1 | 9 | -3 | 8 | -2 | -1 | .
- CS(=O)(=O)N(CC(=O)NCc1ccccn1)Cc1ccc(Cl)cc1
    -9 | 12 | . | 2 | -5 | -12 | -5 | -3 | .
- O=C(O)CSc1ncnc2sc3c(c12)CCC3
    -4 | 0 | 1 | 8 | 12 | 3 | -2 | -4 | .
- CCn1c(SCC(=O)c2ccc3c(c2)OCCO3)nnc1C(C)C
    -2 | 13 | 1.2 | 7 | 9 | -16 | 2 | 0 | -8
- CCNC(=O)NC(=O)COC(=O)c1ccccc1SCC(=O)NC(=O)NCC
    4 | 5 | 1.7 | 3 | -1 | -6 | -7 | 4 | 86
- Cc1ccccc1-n1nc2c(c1NC(=O)c1cc3ccccc3oc1=O)CS(=O)(=O)C2
    -4 | -14 | 0.9 | -3 | -4 | 15 | -8 | 22 | -29
- Cc1cc2nc3c(nc2cc1C)C1(C(=O)N(C)C)CCC3(C)C1(C)C (stereo not drawn)
    -2 | 6 | 1.5 | -2 | 2 | -6 | 7 | 9 | 11

3 structures out of the list, ordered by count of non-hydrogen atoms, smallest number first:
Values run as follows: S1P2 agonist | sEH act | PLAP act | PostGolgi yeast | S1P2 antag | sEH inh | E coli WT exp | PostGolgi ctrl | Mac1 fbg inh
- CS(=O)(=O)Nn1cnc2ccccc2c1=O
    0 | -8 | 0.8 | 1 | 2 | 3 | 4 | 5 | -6
- O=C(NCCc1c[nH]c2ccccc12)c1ccc(-n2cnnn2)cc1
    1 | -14 | 1.1 | 8 | -7 | 14 | 9 | 5 | .
- Cc1cc(C(=O)COC(=O)C2=NNC(=O)CC2)c(C)n1-c1cccc(C(F)(F)F)c1
    -2 | -4 | 1.4 | 5 | 3 | 4 | 6 | 17 | 19

(listing goes on)
Values run as follows: S1P2 agonist | sEH act | PLAP act | PostGolgi yeast | S1P2 antag | sEH inh | E coli WT exp | PostGolgi ctrl | Mac1 fbg inh
- CSc1nc2ccccc2cc1/C=C(\C#N)c1ccc(Cl)c(Cl)c1
    -4 | 7 | 0.9 | -13 | 0 | -8 | -6 | 1 | -2
- Nc1ccc(Nc2ccncc2[N+](=O)[O-])cc1
    -1 | 1 | 0.7 | -4 | 7 | -3 | -5 | 7 | -11
- CCCc1nc(SCC(=O)N2CCc3ccccc3C2)c2ccccc2n1
    1 | -8 | 1.4 | 2 | -6 | 9 | -11 | 33* | .
- COc1cc(/C=N/NC(N)=O)cc(Br)c1OCc1ccccc1C
    -10 | 8 | 1 | -1 | 6 | -4 | -2 | 13 | 4
- CCCCCOC(=O)CSc1nnc(-c2ccccc2)c(=O)[nH]1
    -2 | -13 | 1 | -1 | 16 | 11 | -13 | 6 | 17
- O=C(NC12CC3CC(CC(C3)C1)C2)N1CCN(c2ccccn2)CC1
    -5 | -22 | 1.4 | -14 | 2 | 20 | -1 | 5 | 0
- CCCCN1C(=O)/C(=c2\sc3nc(=O)c(-c4ccccc4)nn3c2=O)c2ccccc21
    -5 | -11 | 1 | -9 | 3 | 13 | -10 | 11 | .
- O=C(CCn1c(=O)sc2ccccc21)Nc1nc2ccccc2s1
    -3 | . | 0.9 | -4 | -15 | . | -11 | 60* | -6
- CCOC(=O)c1oc2ccc(S(=O)(=O)n3nc(-c4ccc(C)cc4)cc3N)cc2c1C
    -2 | 3 | 1.3 | 10 | 3 | -4 | -10 | 32* | 19
- CC1CCCC(C)N1C(=O)CSc1nnc(COc2ccccc2)n1-c1ccccc1 (stereo not drawn)
    0 | 2 | 1.1 | -1 | -22 | 0 | -2 | 2 | -13
- CN1CCCCc2c1nc1c(c2N)CCCC1
    -4 | 6 | 0.9 | 2 | 5 | -7 | 10 | 4 | 4
- CN1CCN(c2nc(C#N)cc(-c3ccccc3)n2)CC1
    0 | 12 | 1.3 | -4 | 2 | -12 | -2 | 12 | .
- O=C(OCC(=O)c1ccccc1Br)c1ccccn1
    -2 | 12 | 0.9 | 6 | 7 | -14 | 1 | 6 | -25
- CCOC(=O)N1CCN(C(=O)c2cc(-c3ccc(OCC)cc3)nc3ccccc23)CC1
    -6 | . | 1.2 | 7 | 25 | . | -4 | 11 | 54
- Cc1ccc(-c2nnc(N3CCN(C(=O)CSc4ncn[nH]4)CC3)c3ccccc23)cc1
    -6 | 1 | 1.6 | 5 | 1 | -1 | 6 | -3 | -16
- COc1ccc(S(=O)(=O)Nc2nc3ccccc3s2)cc1
    -5 | 16 | 1.1 | -5 | -2 | -15 | 0 | 10 | 15
- CCCC(=O)Nc1ccccc1-c1nnn(CC(=O)Nc2ccc(OC)cc2)n1
    -8 | -11 | 0.9 | 4 | 3 | 14 | 3 | -3 | -6
- CSc1cccc(NC(=O)C2CCCN(S(=O)(=O)c3cnc[nH]3)C2)c1 (stereo not drawn)
    -5 | . | 1.5 | -3 | 2 | . | 0 | 19 | 5
- N#CC1=C(N)OC2=C(C(=O)CCC2)C1C1CC=CCC1 (stereo not drawn)
    -3 | -3 | 1.2 | 2 | 2 | 5 | 5 | -12 | 2
- CC(NC(=O)c1ccc(C(C)(C)C)cc1)C(=O)O (stereo not drawn)
    -7 | 0 | 0.7 | -9 | 8 | 2 | -2 | 12 | -2
- Cc1ccc(Nc2nc(C)cc(C)n2)c(Br)c1
    -6 | 5 | 1.4 | -2 | -25 | -6 | -3 | 10 | 3
- O=C(Nc1ccccn1)c1cccc(S(=O)(=O)N2CCOCC2)c1
    . | . | 1.1 | -2 | . | . | 0 | 0 | -6
- COc1cccc2cc(C(=O)n3ccc(C)n3)c(=O)oc12
    -5 | 8 | 0.9 | 2 | 12 | -5 | 4 | 3 | -14
- CCn1c(SCc2cccc(C)c2)nnc1-c1ccc(C)cc1
    -4 | -4 | 0.9 | -2 | -1 | 6 | 15 | 17 | -3
- O=C(CCCc1nc2ccccc2s1)N1CCN(S(=O)(=O)c2cccs2)CC1
    -2 | -6 | 1.1 | 3 | 8 | 5 | -3 | 10 | -6
- Clc1ccc(-c2cc3ccccc3nc2N2CCCC2)cc1
    -7 | -10 | 0.9 | -7 | -5 | 12 | -7 | 17 | -10
- Cc1c(CN(C)C)c2c(n1Cc1ccccc1)C(=O)c1ccc(Br)cc1-2
    -3 | 24 | 1.4 | 5 | -4 | -26 | 16 | 14 | 10
- Nc1nonc1NC(=O)CSc1nc2ccccc2s1
    -1 | -3 | 0.9 | 14 | -34 | 4 | 21 | 12 | 15
- Cc1nc2nc[nH]n2c(=O)c1NS(C)(=O)=O
    -3 | 0 | 0.8 | -14 | 20 | 0 | 5 | -11 | -19
- O=C(CN1CCC(NC(=O)c2cccc(F)c2)CC1)NCc1ccccc1F
    -2 | 6 | 1.1 | -2 | 9 | -5 | 12 | 11 | 2

Pulled by structure from the list above:
Values run as follows: S1P2 agonist | sEH act | PLAP act | PostGolgi yeast | S1P2 antag | sEH inh | E coli WT exp | PostGolgi ctrl | Mac1 fbg inh
- O=C(OCC(=O)c1ccccc1Br)c1ccccn1
    -2 | 12 | 0.9 | 6 | 7 | -14 | 1 | 6 | -25
- CN1CCN(c2nc(C#N)cc(-c3ccccc3)n2)CC1
    0 | 12 | 1.3 | -4 | 2 | -12 | -2 | 12 | .
- CC1CCCC(C)N1C(=O)CSc1nnc(COc2ccccc2)n1-c1ccccc1 (stereo not drawn)
    0 | 2 | 1.1 | -1 | -22 | 0 | -2 | 2 | -13
- CCn1c(SCc2cccc(C)c2)nnc1-c1ccc(C)cc1
    -4 | -4 | 0.9 | -2 | -1 | 6 | 15 | 17 | -3
- O=C(CCn1c(=O)sc2ccccc21)Nc1nc2ccccc2s1
    -3 | . | 0.9 | -4 | -15 | . | -11 | 60* | -6

The list continues:
Values run as follows: S1P2 agonist | sEH act | PLAP act | PostGolgi yeast | S1P2 antag | sEH inh | E coli WT exp | PostGolgi ctrl | Mac1 fbg inh
- CN1CCn2c1nc(N1CCCCC1)nc2=O
    -1 | 10 | 0.9 | -5 | 13 | -11 | -2 | 10 | -15
- COc1cccc(S(=O)(=O)NCc2ccc3c(c2)OCO3)c1
    -3 | -6 | 0.6 | 5 | -18 | 4 | 7 | 8 | -11
- c1ccc2c(c1)Cn1nc(Cc3nc4c(s3)CCCC4)nc1-2
    -7 | 6 | 1.7 | 4 | 15 | -7 | 14 | -1 | 15
- Cc1ccc(OCC(=O)n2cnnc2N)c(C)c1
    -1 | -10 | 1.2 | -1 | 23 | 5 | 5 | 3 | -7

Compound activity as filed in PubChem BioAssay.
